# FBPA coupling cs: qHTS Assay for Inhibitors of Fructose-1,6-bisphosphate Aldolase from Giardia Lamblia: Coupling assay counterscreen; activity change, negative = inhibition, % at 58.2 µM, hits read low; coupling enzyme system counterscreen, AmpLite Red fluorescence; actives 0.67% (n = 290,000); in the data active = activity change below about -30%; also: % is scaled to controls: 0 for no effect and ±100 for the full control effect
#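 First, compound is pin-transferred into glyceraldehyde-3-phosphate coupling-enzyme reagent at 57.5 uM final and held 10 min at RT. Next, substrate, coupling system and AmpLite Red are added. After 20 min RT, fluorescence (525/598 nm) is read.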
# ELG1 genotox: qHTS screen for small molecules that induce genotoxicity in human embryonic kidney (HEK293T) cells expressing luciferase-tagged ELG1. HEK293T ELG1-luciferase reporter, luminescence, 16 h. AID 504466, 2011. actives 1.3% (n = 330,000). Potency, µM (doses to about 46 µM), for inactives: at the highest dose activity change, positive = activation, actives largely listed as activators; also: potency is read from the fitted curve at half-maximal effect; % of control where 0% means no effect; nearly all actives have a fitted effect of over 60% in size
#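 Cells (2,000/well) expressing the ELG1-luciferase fusion are dosed by pin tool and kept 16 hr at 37 °C, 5% CO2. Signal comes from ONE-Glo luciferase reagent after 30 min at room temperature.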
# uPA generation: qHTS for Inhibitors of Cell Surface uPA Generation. actives 0.31% (n = 330,000). Potency, µM (series often up to 38.3 µM), without a hit: at the highest dose activity change, negative = inhibition, most hits filed as inhibitors. cell surface uPA generation assay, qHTS; active = well fitted inhibition curve with a large enough effect; inconclusive = small, poorly fitted or top-dose-only effect; inactive = no such curve, though single readings can be large or run the other way; tested in mouse RAW 264.7 cells; also: potency is read from the fitted curve at half-maximal effect; % is scaled to controls: 0 for no effect and ±100 for the full control effect; nearly all actives have a fitted effect of over 55% in size
# RORgamma inh: qHTS for inhibitors of ROR gamma transcriptional activity; Nuclear receptor ROR-gamma (Mus musculus), P51450; Drosophila S2 Gal4-RORgamma UAS-luciferase reporter, 20 h; Potency, µM (series often up to 53.6 µM), without a hit: at the top dose activity change, negative = inhibition, actives largely listed as inhibitors; actives 5.4% (n = 310,000); also: potency is read from the fitted curve at half-maximal effect; % is scaled to controls: 0 for no effect and ±100 for the full control effect; nearly all actives have a fitted effect of over 60% in size
#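 Stably transfected Drosophila Schneider cells are the test system, with ROR gamma fused to Gal4 and luciferase under UAS control; luminescence is read after 20 hr of 700 uM copper sulfate induction at ambient temperature.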
# Rab9 prom act: qHTS Assay for Rab9 Promoter Activators. Huh7 Rab9 promoter-luciferase reporter, luminescence, 24 h. Potency, µM (highest dose often 9.22 µM), for the others: at the highest dose activation, negative = inhibition, actives largely listed as activators. actives 2.8% (n = 320,000). AID 485297, 2010; also: potency is read from the fitted curve at half-maximal effect; % of control where 0% means no effect; nearly all actives have a fitted effect of over 60% in size
#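 Huh7 cells stably carrying Rab9 promoter–luciferase reporter, plated 1500 cells/well, compound added after 2 h and incubated 24 h at 37 °C; luciferase luminescence then read after 10 min with detection reagent.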
# Tb PFK inh: qHTS Assay to Find Inhibitors of T. brucei phosphofructokinase. ATP-dependent 6-phosphofructokinase (Trypanosoma brucei brucei), O15648. T. brucei PFK, ADP-Glo luminescence. Potency, µM (top dose mostly 57.5 µM), without a hit: at the highest dose activity, negative = inhibition, hits mostly inhibitors. actives 0.17% (n = 330,000). AID 485367, 2010;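 also: potency is read from the fitted curve at half-maximal effect; 0% = uninhibited 1x PFK enzyme wells and -100% = no-enzyme wells; nearly all actives have a fitted effect of over 60% in size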
# Target sequence (O15648 whole entry, looked up): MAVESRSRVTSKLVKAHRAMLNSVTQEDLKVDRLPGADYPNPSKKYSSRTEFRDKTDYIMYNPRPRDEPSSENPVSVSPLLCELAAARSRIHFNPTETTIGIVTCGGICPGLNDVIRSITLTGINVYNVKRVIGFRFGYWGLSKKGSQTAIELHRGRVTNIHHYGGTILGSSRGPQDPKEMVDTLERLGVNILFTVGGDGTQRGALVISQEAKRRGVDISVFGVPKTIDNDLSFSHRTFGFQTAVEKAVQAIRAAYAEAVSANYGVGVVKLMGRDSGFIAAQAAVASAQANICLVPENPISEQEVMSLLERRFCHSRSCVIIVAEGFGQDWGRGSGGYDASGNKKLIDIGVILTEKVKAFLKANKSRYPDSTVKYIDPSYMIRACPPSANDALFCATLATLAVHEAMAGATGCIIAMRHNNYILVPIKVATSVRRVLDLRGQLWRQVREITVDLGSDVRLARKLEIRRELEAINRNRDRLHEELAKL
#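 ADP-Glo luminescence quantified ADP after 45 min at room temperature, with 1.25 nM T. brucei PFK, 0.1 mM ATP and 0.5 mM fructose-6-phosphate in pH 8.0 TEA buffer. qHTS titrations up to 57 µM; curves classified by quality.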
# NPC1 prom act: qHTS Assay for NPC1 Promoter Activators | Huh7 NPC1 promoter luciferase reporter, 24 h | actives 2.4% (n = 320,000) | Potency, µM (titrated, usually from 9.22 µM), for inactives: top-dose activation, hits mostly activators;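 also: potency is read from the fitted curve at half-maximal effect; % of control where 0% means no effect; nearly all actives have a fitted effect of over 60% in size; reporter is driven by a mutant NPC1 promoter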
#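 Luminescence from an NPC1 promoter-driven luciferase reporter in stably transfected Huh7 cells was measured after 24 h compound treatment at 37 °C, followed by 10 min ambient incubation with luciferase detection reagent.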
# Gal4-VP16 FLuc: VP16 counterscreen qHTS for inhibitors of ROR gamma transcriptional activity | actives 3.5% (n = 310,000) | AID 2546, 2010 | Drosophila S2 Gal4-VP16 UAS-luciferase, luminescence, 20 h | Potency, µM (top dose mostly 53.6 µM), for inactives: at the highest dose activity, negative = inhibition, most hits filed as inhibitors;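 also: Gal4-VP16 expression switched on by copper sulfate through the metallothionein promoter; potency is read from the fitted curve at half-maximal effect; % is scaled to controls: 0 for no effect and ±100 for the full control effect; nearly all actives have a fitted effect of over 50% in size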
# KCNH2 3.1 inh: qHTS for Inhibitors of KCHN2 3.1: Mutant qHTS. activity change, % (tested at about 1.8 µM). U2OS KCNH2 3.1, thallium flux FluxOr; stronger effect = lower value. actives 0.95% (n = 340,000). Potassium voltage-gated channel subfamily H member 2, brain isoform KCNH2 3.1 (human);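 active = maximum activity change below -70%; inconclusive = maximum activity change from -70% to -50%; inactive = maximum activity change above -50%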;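 also: thallium influx rate constant from kinetic fluorescence after stimulation buffer; % is scaled to controls: 0 for no effect and ±100 for the full control effect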
#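 Normalized rate constant (relative to positive and negative DMSO controls) derived from a 2 min kinetic fluorescence read after stimulation; U2OS cells expressing the 3.1 isoform via virus at 1.77 x 10^8 /mL.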
# FLuc counter: qHTS profiling assay for firefly luciferase inhibitor/activator using purifed enzyme and Km concentrations of substrates (counterscreen for miR-21 project). Luciferin 4-monooxygenase (Photinus pyralis), P08659. Potency, µM (series often up to 57.5 µM), without a hit: top-dose activity change, negative = inhibition, actives largely listed as inhibitors. purified FLuc, Km substrates, luminescence inhibition. actives 6.9% (n = 360,000);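 also: potency is read from the fitted curve at half-maximal effect; plate controls were vehicle for no effect and reference inhibitor for full effect; nearly all actives have a fitted effect of over 55% in size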
# Target sequence (P08659 whole entry, looked up): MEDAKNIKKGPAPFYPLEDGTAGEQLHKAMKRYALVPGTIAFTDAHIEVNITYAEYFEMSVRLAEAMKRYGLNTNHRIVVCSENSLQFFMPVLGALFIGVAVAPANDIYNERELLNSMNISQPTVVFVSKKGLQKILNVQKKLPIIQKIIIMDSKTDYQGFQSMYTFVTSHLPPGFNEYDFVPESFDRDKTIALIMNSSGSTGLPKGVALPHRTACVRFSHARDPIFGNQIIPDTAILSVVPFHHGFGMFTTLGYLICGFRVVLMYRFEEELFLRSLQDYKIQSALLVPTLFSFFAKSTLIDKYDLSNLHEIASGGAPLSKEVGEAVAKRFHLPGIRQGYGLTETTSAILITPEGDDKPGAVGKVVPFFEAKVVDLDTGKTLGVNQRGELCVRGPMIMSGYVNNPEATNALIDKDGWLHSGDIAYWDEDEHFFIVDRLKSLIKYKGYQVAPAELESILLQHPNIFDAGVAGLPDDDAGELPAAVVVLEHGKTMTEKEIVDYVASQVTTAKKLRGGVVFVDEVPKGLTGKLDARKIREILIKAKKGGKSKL
#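 Biochemical qHTS of compounds, final roughly 60 µM downward over six points, against 10 nM purified firefly luciferase using Km concentrations of substrates (10 uM D-luciferin, 10 uM ATP) in Tris acetate pH 7.5 buffer; luminescence output.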
# Giardia kill: Small Molecules that selectively kill Giardia lamblia: qHTS; activity change, % at 7.66 µM, hits read low; Giardia lamblia trophozoite viability; actives 0.15% (n = 340,000); in the data active = activity change below about -80%; inconclusive = between about -30% and that limit;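 also: parasites exposed to compound for two days anaerobically before the ATP read; % is scaled to controls: 0 for no effect and ±100 for the full control effect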
#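 Trophozoite viability was measured as ATP-dependent luminescence, read 15-30 min after reagent addition. Before that, parasites at 100 cells/well were exposed to compounds for 48 h, anaerobically, at 37 deg C.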
# Numbers without * were called inactive; ? = inconclusive; / = no result given; [ ] = remark or other dose. Unless noted, calls follow the shape of the dose curve; as a rule, active = well fitted curve in the direction sought with a large enough effect; inconclusive = small, poorly fitted or top-dose-only effect, or another doubt; inactive = no such curve, though single readings can be large; an effect the other way counts as inactive or inconclusive.
SMILES,FBPA coupling cs,ELG1 genotox,uPA generation,RORgamma inh,Rab9 prom act,Tb PFK inh,NPC1 prom act,Gal4-VP16 FLuc,KCNH2 3.1 inh,FLuc counter,Giardia kill
CCN(CC)c1nc2c(s1)C(=O)NCCC2,1,1%,9%,-5%,-4%,-3%,-1%,-4%,11,-10%,-2
O=C(O)C(C(=O)/C=C/c1ccco1)=C1SCCS1,3,7%,0%,-41%,-4%,?,14%,8%,22,?,-3
CCC(C)c1ccc(O)c(NC(=O)c2cccnc2)c1 (stereo unspecified),-1,-3%,1%,0%,1%,2%,-1%,1%,-16,-2%,-10
CN(C)S(=O)(=O)c1cccc(NC(=O)C2Cc3ccccc3CN2C(=O)c2ccco2)c1 (stereo unspecified),0,-1%,-1%,3%,0%,0%,2%,?,2,-2%,-6
CCCc1noc2c1C(c1ccoc1)C(C#N)=C(N)N2 (stereo unspecified),-7,-2%,0%,44%,5%,0%,-6%,-12%,0,0%,-20
CC(=O)Nc1ccc(NC2=CC(=O)c3ccccc3C2=O)cc1,-14,?,-7%,-33%,2µM*,2%,?,?,-4,?,-8
CCCCN(CCCC)C(=O)c1cc2ccccc2c(=O)o1,4,-1%,-4%,40%,-4%,-7%,2%,-11%,-4,2%,0
CC(NC(=O)c1ccc(Br)s1)C1CCCO1 (stereo unspecified),0,3%,/,10%,0%,-3%,7%,5%,-10,-1%,-1
COc1cc(/C=C/C(=O)OCC(=O)N2CCCc3ccccc32)ccc1O,/,0%,-10%,/,/,1%,/,/,-2,/,-4
Cc1cc2cccc(C)c2nc1SCC(=O)N(C)c1nc(-c2ccccc2)cs1,2,1%,/,-40%,2%,-11%,3%,1%,-12,0%,-10
CC(=O)c1cccc(NC(=O)COc2ccccc2)c1,-2,?,-7%,-5%[0.365 µM],-6%,-8%,12%,/,2,?,9
COc1ccc(CNC(=O)/C=C/C(=O)O)cc1,4,-2%,7%,7%,-4%,0%,-6%,-6%,-2,2%,9
CCN1CCN(C(=O)CN(C)S(=O)(=O)c2ccc(Cl)cc2)CC1,1,-4%,/,10%,5%,-2%,-2%,-11%,-8,0%,-9
COc1ccccc1OCC(=O)N(Cc1nnc(-c2ccccc2Cl)o1)C1CC1,/,4%,0%,/,2%,-1%,0%,/,-26,1%,7
CCCC(=O)NC(=S)Nc1ccc(NC(=O)c2cccs2)cc1,1,13%,5%,-4%,0%,2%,0%,?,0,-3%,8
COc1ccc(C2(c3ccc(OC)cc3)NC(=O)N(CC(=O)NCC(F)(F)F)C2=O)cc1,-4,-2%,-3%,-2%,9%,-1%,-2%,-6%,8,-2%,-15
CCc1nnc(NS(=O)(=O)c2ccc(NC(=S)NC(=O)c3cccs3)cc2)s1,8,2%,0%,9%,-3%,?,2%,5%,8,?,3
COc1ccc(NC(=O)CSc2nc(N)cc(=O)[nH]2)cc1S(=O)(=O)N1CCCCC1,/,-3%,2%,/,2%,-12%,-2%,/,-6,0%,-1
CN1CCN(c2ccccc2NC(=O)c2ccc(Br)o2)CC1,-1,7%,2%,?,-2%,22%,3%,-2%,-1,3%,-10
CCCCNC(=O)Cc1coc2ccc3ccccc3c12,/,-1%,1%,-2%,-2%,1%,1%,-3%,-6,-1%,26
CCOc1ccc2[nH]c(=O)c(CN(Cc3ccco3)C(CC)c3nnnn3Cc3ccccc3)cc2c1 (stereo unspecified),-4,-6%,-14%,10%,3%,0%,-1%,-11%,-26,3%,-21
O=C(OC(C(=O)NC1CCCC1)c1ccccc1F)c1ccco1 (stereo unspecified),-2,-8%,-9%,-9%,3%,0%,0%,3%,6,0%,-1
O=[N+]([O-])c1ccccc1/C=N/N1CCN(c2ccncc2S(=O)(=O)N2CCCCC2)CC1,0,-4%,4%,-2%,-7%,1%,1%,-6%,4,3%,-1
COc1ccc(C(=O)N2CCN(c3ccccn3)CC2)cc1[N+](=O)[O-],-1,-4%,2%,-1%,-1%,-5%,0%,5%,24,-2%,-9
COc1ccc(-n2c(SCC(=O)Nc3ccc(C(N)=O)cc3)nc3ccccc3c2=O)cc1OC,4,?,0%,-13%,-11%,-3%,-2%,3%,-1,-6%,-8
Cc1cc(C)nc(/N=C(\N)Nc2ccc(C)c([N+](=O)[O-])c2)n1,-3,-1%,-5%,2%,0%,4%,2%,-1%,11,1%,21
Cc1ccc(C(C)n2cc(C(=O)NCc3ccncc3)nn2)cc1 (stereo unspecified),1,1%,-2%,21%,-9%,2%,1%,1%,-30,1%,-1
COc1ccc(-n2c(SCC(=O)NCCCN3CCCC3=O)nnc2C(C)N2CCCCC2)cc1 (stereo unspecified),0,0%,?,9%,-3%,4%,0%,13%,4,3%,3
Cc1ccccc1NC(=O)CCC(=O)OCC(=O)c1cccc([N+](=O)[O-])c1,-1,-3%,-1%,-17%,-12%,1%,-2%,-7%,-7,0%,-5
CC(=O)Nc1ccc(NC(=O)CS(=O)(=O)c2cn(CC(=O)N3CCCC3)c3ccccc23)cc1,/,4%,4%,3%,-2%,-12%,-3%,-1%,/,3%,-3
COc1ccc(OCc2cnc(Cl)s2)cc1,2,12%,3%,13%,28%,3%,5%,-5%,-10,-25%,-1
COc1cc(/C=C(/C#N)C(=O)Nc2ccc(C)cc2)ccc1Oc1nc(Cl)ncc1F,-4,9%,-1%,-14%,-6%,-1%,1%,?,9,-2%,-12
Cc1cccc(C)c1NC(=O)C1CCCN1C(=O)OC(C)(C)C (stereo unspecified),0,0%,3%,32%,-2%,-1%,0%,15%,14,-3%,16
CC(NC(=O)C12CC3CC(C)(CC(C)(C3)C1)C2)c1ccncc1 (stereo unspecified),3,-2%,5%,19%,-4%,1%,4%,-11%,6,9%,16
Cn1cccc1C(=O)OCC(=O)Nc1ccc2c(c1)OCO2,-1,?,1%,-3%,2.8µM*,-7%,3.5µM*,4%,-10,17µM*,-25
CCCCN1CNC(=S)N(CCc2ccc(OCC)c(OCC)c2)C1,6,-2%,-2%,3.2µM*,-4%,-1%,-1%,14µM*,5,3%,-11
Cc1ccc(/C=C2\SC(=S)N(c3cccnc3)C2=O)cc1,3,-5%,-14%,32%,1%,-2%,-6%,19%,14,-10%,0
c1coc(-c2nnc3sc(C4CCCCC4)nn23)c1,1,2%,0%,-13%[10 µM],1%,-8%,4%,-2%,-4,-8%,-29
Cc1ccc(N(C)S(=O)(=O)c2ccc(-c3ccc(=O)[nH]n3)s2)cc1C,/,5%,-7%,-5%,2%,-1%,-1%,0%,-7,0%,14
CC[n+]1ccc2cc(OC)c(OC)cc2c1Cc1ccc(OC)c(OC)c1,-11,-2%,-1%,3%,-4%,-2%,-8%,-13%,2,-3%,4
Cc1nn(-c2ccccc2)c(C)c1/C=C/C(=O)OC(C)C(N)=O (stereo unspecified),4,4%,7%,41%,-5%,2%,0%,1%,4,1%,10
COCCN(C(=O)CSCC(=O)Nc1cccc(C)c1)c1c(N)n(Cc2ccccc2)c(=O)[nH]c1=O,/,-1%,3%,/,-4%,1%,2%,/,-5,-23%,-1
O=C(NNC(=O)NC1CCCCC1)NC1CCCCC1,-1,-4%,14%,8%,-1%,-1%,-8%,-15%,17,-2%,-10
CON(c1nc(Cl)nc(N(C)C)n1)S(=O)(=O)c1ccccc1Cl,2,-3%,-2%,-8%,2%,-10%,-2%,-9%,-6,0%,4
CC(C)(C)Cc1nnc(NC(=O)CCC2CCCCC2)s1,-2,2%,10%,-3%,-5%[1.84 µM],1%,3%,-9%,1,5%,-12
CN(C)c1ccc(C2CC(c3ccccc3)=Nc3nc(-c4ccccc4)cn32)cc1 (stereo unspecified),-1,5%,/,?,2%,-2%,-1%,-24%,/,13µM*,/

# Assay outcomes: PubChem BioAssay, National Center for Advancing Translational Sciences (NCATS)
